# NTMT1 inhibitor: Primary qHTS for Inhibitors of N-terminal methyltransferase 1 (NTMT1): MTaseGlo Assay | N-terminal Xaa-Pro-Lys N-methyltransferase 1 (Homo sapiens), Q9BV86 | NTMT1 MTase-Glo SAH luminescence, purified enzyme | Potency, µM (doses to about 114 µM), inactives show at the highest dose activity change, negative = inhibition, hits mostly inhibitors | actives 2.5% (n = 59,000);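 also: potency is read from the fitted curve at half-maximal effect; plate controls were DMSO vehicle for no effect and no enzyme for full effect; nearly all actives have a fitted effect of over 65% in size; many of its hits are not listed in these tables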
# Target sequence (Q9BV86 whole entry, looked up): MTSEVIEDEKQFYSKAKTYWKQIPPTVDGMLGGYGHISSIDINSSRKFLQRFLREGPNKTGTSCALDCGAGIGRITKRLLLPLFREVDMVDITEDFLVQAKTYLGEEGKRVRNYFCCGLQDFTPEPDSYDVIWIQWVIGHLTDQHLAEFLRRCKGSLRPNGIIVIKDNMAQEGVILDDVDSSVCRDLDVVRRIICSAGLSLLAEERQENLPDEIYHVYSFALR
# p53null 32C tox: qHTS Screen for Compounds that Selectively Target Cancer Cells with p53 Mutations: Cytotoxicity of p53 Null Cells at the Permissive Temperature. H1299-neo p53 null cells, ATP luminescence, 24 h, 32C. Potency, µM (titrated, usually from 46.1 µM), inactives show top-dose activity change, negative = cytotoxicity, actives largely listed as cytotoxic. actives 0.62% (n = 55,000);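 also: potency is read from the fitted curve at half-maximal effect; 0% = DMSO only and -100% = full killing by 100 µM tamoxifen; nearly all actives have a fitted effect of over 55% in size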
#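 ATP-content luminescence in p53-null H1299-neo cells after 24 h compound exposure (up to 46 uM) at 32C permissive temperature; 0% and 100% killing set by DMSO and 100 uM tamoxifen; Hill-equation AC50.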
# TSG101-PTAP inh: qHTS Validation Assay for Inhibitors of HIV-1 Budding by Blocking the Interaction of PTAP/TSG101: Sytravon Library Screen. Fluorescence polarization, FITC-PTAP peptide/Tsg101, 20 min. Potency, µM (titrated, usually from 115 µM), inactives show at the highest dose activity change, negative = inhibition, usual class: inhibitors. 44,000 tested, under 10 active. AID 1347069, 2019; also: potency is read from the fitted curve at half-maximal effect; 0% is about no effect
#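 qHTS FP binding, 20 min r.t.: 10 uM Tsg101 domain + 50 nM FITC-PTAP peptide, pH 7.5 HEPES buffer with TCEP and EDTA.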
# FH mod: Identification of activators of human fumarate hydratase by quantitative high-throughput screening. actives 0.22% (n = 54,000). FH coupled MDH/diaphorase resazurin fluorescence, 15 min. Potency, µM (doses to about 79.9 µM), inactives show at the top dose activity change, negative = inhibition, hits mostly inhibitors; also: potency is read from the fitted curve at half-maximal effect; % is scaled to controls: 0 for no effect and ±100 for the full control effect; the screen sought activators but most active calls are inhibition curves; nearly all actives have a fitted effect of over 45% in size
# p53null 39C kill: qHTS Screen for Compounds that Selectively Target Cancer Cells with p53 Mutations: Cytotoxicity of p53 Null Cells at the Nonpermissive Temperature; H1299 p53-null (neo) cells, 39C, ATPlite viability, 24 h; Potency, µM (highest dose often 46.1 µM), for the others: at the highest dose activity, negative = cell killing, actives largely listed as cytotoxic; actives 0.97% (n = 55,000); AID 904, 2007;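 also: potency is read from the fitted curve at half-maximal effect; 0% = DMSO only and -100% = full killing by 100 µM tamoxifen; nearly all actives have a fitted effect of over 50% in size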
#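 Concentration-response (up to 46 uM) was run for 24 h at the nonpermissive 39C on H1299-p53A138V or H1299-neo cells. ATP content was measured with ATPlite luminescence. AC50 values were Hill-modeled after normalizing between DMSO and 100 uM tamoxifen killing.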
# B2AR arrestin ag: qHTS assay of beta-arrestin-biased ligands of beta2-adrenergic receptor: NCGC Sytravon Library Screen. Beta-2 adrenergic receptor (Homo sapiens), P07550. AID 1347077, 2019. 44,000 tested, under 10 active. Potency, µM (series often up to 46.1 µM), for inactives: at the top dose activation, usual class: activators. HTLA Tango cells, beta-arrestin recruitment, luciferase luminescence, 18 h;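 also: potency is read from the fitted curve at half-maximal effect; 0% = DMSO and full agonism = EC100 isoproterenol or metaproterenol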
# Target sequence (P07550 whole entry, looked up): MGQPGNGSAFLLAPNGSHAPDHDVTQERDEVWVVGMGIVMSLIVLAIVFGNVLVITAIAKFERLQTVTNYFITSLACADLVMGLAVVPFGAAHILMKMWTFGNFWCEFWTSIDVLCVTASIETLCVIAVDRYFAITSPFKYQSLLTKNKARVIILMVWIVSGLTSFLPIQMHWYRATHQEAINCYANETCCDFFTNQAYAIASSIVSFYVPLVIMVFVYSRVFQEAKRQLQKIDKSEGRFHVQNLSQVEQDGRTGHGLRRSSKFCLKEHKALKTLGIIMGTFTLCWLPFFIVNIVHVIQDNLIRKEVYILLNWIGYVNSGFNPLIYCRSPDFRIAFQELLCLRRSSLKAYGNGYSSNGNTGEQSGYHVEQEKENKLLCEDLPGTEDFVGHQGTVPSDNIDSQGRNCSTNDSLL
#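 Tango cells (recombinant beta2-AR, beta-arrestin, tTA-driven luciferase), 1500/well in DMEM 1% FBS, treated 18 h at 37 °C with compounds up to 46 µM; luciferin mix added, luminescence read after 15 min; %activity curves fitted and curve-classed.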
# GALK inhibitor: qHTS Assay for Inhibitors of Human Galactokinase (GALK): NCGC Sytravon Library Screen | P51570 | recombinant GALK, Kinase-Glo ATP luminescence, 1 h | Potency, µM (doses to about 57.5 µM), without a hit: top-dose activity, negative = inhibition, actives largely listed as inhibitors | 44,000 tested, under 10 active | AID 1347072, 2019;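 also: plate controls were full GALK reaction for no effect and reaction lacking GALK for full effect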
# Target sequence (P51570 whole entry, looked up): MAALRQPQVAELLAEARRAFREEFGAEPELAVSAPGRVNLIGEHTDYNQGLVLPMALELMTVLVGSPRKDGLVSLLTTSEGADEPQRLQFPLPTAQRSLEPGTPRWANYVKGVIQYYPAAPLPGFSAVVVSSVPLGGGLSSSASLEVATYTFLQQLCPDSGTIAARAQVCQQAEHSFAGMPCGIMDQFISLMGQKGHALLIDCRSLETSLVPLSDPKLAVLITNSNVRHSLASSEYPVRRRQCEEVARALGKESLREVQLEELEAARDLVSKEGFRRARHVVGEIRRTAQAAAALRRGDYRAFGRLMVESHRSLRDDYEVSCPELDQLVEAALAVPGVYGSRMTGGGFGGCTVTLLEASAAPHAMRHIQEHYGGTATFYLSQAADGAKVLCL
#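 5 nM GALK with 35 µM ATP and 100 µM galactose in HEPES pH 8.0, MgCl2, NaCl, DTT, BSA; 1 h RT reaction, remaining ATP detected by Kinase-Glo Plus luminescence after 10 min; qHTS concentration series.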
# Starred values were filed as active, the others as inactive; ? = inconclusive; · = no result given; [ ] = another dose, or the depositor's remark. Calls follow the shape of the dose curve; as a rule, active = well fitted curve in the direction sought with a large enough effect; inconclusive = small, poorly fitted or top-dose-only effect, or another doubt; inactive = no such curve, though single readings can be large; an effect the other way counts as inactive or inconclusive.
# Fields – NTMT1 inhibitor	p53null 32C tox	TSG101-PTAP inh	FH mod	p53null 39C kill	B2AR arrestin ag	GALK inhibitor
> CC(C)c1ccc(NC(=O)C2CCN(C(=O)c3ccc(F)cc3)CC2)cc1
→ -1%	14%	3%	1%	1%	1%	1%
> CCC(CC)C(=O)NC1CC(=O)N(c2ccc3c(c2)OCCO3)C1 (configuration not stated)
→ 5%	-3%	2%	4%	10%	-2%	-1%
> NC(=O)C1CCN(C(=O)c2ccc3c(c2)N(Cc2cccc(Cl)c2)C(=O)c2ccccc2S3(=O)=O)CC1
→ -1%	-22%	-1%	-12%	29%	1%	-7%
> CC(C)OCCCNC(=O)c1cn(C)c2ccc(S(=O)(=O)N3CCCCCC3)cc2c1=O
→ 20%	-2%	-1%	-6%	-16%	0%	8%
> CC1=C(C(=O)Nc2ccccc2C)C(c2ccco2)n2ncnc2N1 (configuration not stated)
→ 9%	2%	0%	3%	-22%	0%	2%
> COCC(=O)Nc1c(C(=O)Nc2ccc(C)cc2)oc2ccccc12
→ -3%	-5%	-3%	-4%	-7%	1%	-2%
> CCOC(=O)N1CCc2c(sc3c2c(=O)n(Cc2ccccc2)c(=O)n3Cc2cccc(Cl)c2)C1
→ 11%	?	-2%	-5%	-11%	1%	8%
> COc1cccc(Nc2nc(-c3ccccc3)c3cc(C)ccc3n2)c1
→ -15%	33%[activator]	3%	-18%	27%	1%	2%
> CCOC(=O)C1CCCN(S(=O)(=O)c2cc(Br)cc3c2N(C(C)=O)CC3)C1 (configuration not stated)
→ 2%	0%	-1%	-4%	-7%	-2%	0%
> Cc1cc(C)cc(NC(=O)Cn2cc(C(=O)c3ccncc3)c(=O)c3cc(C)c(C)cc32)c1
→ 10%	13%	3%	-6%	8%	?	4%
> O=C(O)c1ccc(NC(=O)c2cc(S(=O)(=O)N3CCCCC3)c(Cl)cc2Cl)cc1
→ 2%	-2%	-4%	0%	2%	1%	1%
> O=C(CCC1N=C2c3ccccc3N=C(SCC(=O)Nc3ccccc3F)N2C1=O)NCc1cccs1 (configuration not stated)
→ -7%	-2%	-1%	-7%	-7%	0%	3%
> Cc1ccc(CN2C(=O)c3ccccc3Sc3ccc(C(=O)NC4CCCC4)cc32)cc1
→ -2%	13%	-3%	-21%	22%	-1%	0%
> CCCn1nc(NC(=O)c2cccc(Cl)c2)c2cc3cccc(C)c3nc21
→ -3%	4%	2%	4%	-1%	0%	0%
> O=C(Nc1cccc(C(F)(F)F)c1)c1cc(-c2ccc(Cl)s2)nc2ccccc12
→ 14%	1%	0%	-21%	12%	0%	7%
> CCOc1cccc(-c2nc3ccccc3c(=O)o2)c1
→ 4%	13µM*	-11%	-13%	?	0%	-4%
> Cc1ccccc1C(=O)Nc1ccc(OCc2cc(=O)n3ccccc3n2)cc1
→ -4%	-1%	-19%	-5%	3%	0%	-1%
> CCCOc1ccccc1-c1nc(SCC(=O)c2ccccc2)n[nH]1
→ -4%	-15%	-1%	?	-17%	1%	-3%
> COc1ccccc1NC(=O)c1c(NC(=O)c2ccccc2F)sc2c1CCC2
→ 10%	11%	-3%	-6%	10%	0%	-2%
> CCOC(=O)c1cccc(NC(=O)CCc2nc3cccnc3n2-c2ccccc2)c1
→ ?	35%[activator]	0%	-15%	-6%	0%	2%
> CCOc1ccc(S(=O)(=O)N(CC(=O)Nc2cccnc2)c2ccccc2)cc1
→ -7%	12%	0%	-26%	-7%	1%	4%
> CSc1ncc(C(=O)N2CCN(c3cccc(Cl)c3)CC2)c(C)n1
→ 15%	-5%	8%	0%	-13%	0%	0%
> Cn1nc(C(=O)N2CCN(c3ccc(Cl)cc3)CC2)c2c1-c1ccccc1SC2
→ 10%	-5%	0%	-4%	10%	-1%	3%
> CCOc1ccc(-c2nnc(SCC(=O)NCCc3ccccc3)nc2-c2ccc(OCC)c(OC)c2)cc1OC
→ 0%	?	1%	-16%	-5%	2%	-2%
> CCOC(=O)c1c(NC(=O)c2cc(=O)c3c(C)cc(C)cc3o2)sc(C(C)=O)c1C
→ 0%	0%	0%	-2%	0%	-1%	-3%
> COc1ccccc1N1CCN(C(=O)c2cnn(-c3ccc(F)cc3F)c2C2CCNCC2)CC1
→ 2%	-6%	3%	-3%	-11%	1%	10%
> Fc1cccc(NCc2cccn2-c2nnc(N3CCOCC3)s2)c1
→ -3%	-11%	-11%	-10%	-8%	0%	-4%
> COc1ccc(CNc2nc(-c3ccc(OC)cc3)cc(C(F)(F)F)n2)cc1
→ ?	20%	-5%	-19%	31%[activator]	-2%	1%
> COc1ccc(C(=O)c2cn(CC(=O)Nc3ccc4c(c3)OCCO4)c3ccc(OC)cc3c2=O)cc1
→ -4%	-1%	2%	-7%	-9%	0%	7%
> CCN1C(=O)c2ccccc2Sc2ccc(NC(C)=O)cc21
→ -2%	2%	2%	-18%	3%	-1%	5%
> CCc1ccc(-n2c(=O)c3c4c(sc3n(CC(=O)N3CCCCC3CC)c2=O)CCC4)cc1 (configuration not stated)
→ 2%	9%	1%	-17%	-7%	-1%	4%
> CC(C)c1ccc(C2Sc3ccccc3NC3=C2C(=O)c2ccccc23)cc1 (configuration not stated)
→ 1%	-6%	-6%	?	22%	0%	0%
> CCc1ccc(NC(=O)CSC2=Nc3ccccc3C3=NC(CCC(=O)NCc4ccccc4OC)C(=O)N23)cc1 (configuration not stated)
→ 17%	2%	3%	5%	7%	-1%	-3%
> Cc1ccc(NC(=O)N2CCN3CCCCC3C2)cc1F (configuration not stated)
→ -9%	-1%	1%	5%	-9%	?	1%
> COc1ccc(N(C)C(=O)c2cc3c(s2)-c2ccccc2OC3)cc1
→ 5%	4%	0%	?	-24%	1%	2%
> COc1cccc(NS(=O)(=O)c2ccc3[nH]cc(C(=O)NCCc4ccccc4)c(=O)c3c2)c1
→ -5%	-2%	0%	-2%	14%	1%	9%
> COc1ccc(/C=C/c2onc(C)c2S(=O)(=O)N2CCC(C(=O)N3CCC(C)CC3)CC2)cc1
→ 2%	7%	3%	?	12%	-3%	-1%
> COc1cccc(N2CCN(C(=O)Cn3ncc4c3-c3ccccc3OC4)CC2)c1
→ -8%	0%	-3%	-12%	-17%	1%	4%
> Cc1cccc(NC(=O)C(=O)NCC(c2cccnc2)N2CCc3ccccc3C2)c1C (configuration not stated)
→ 5%	-2%	-2%	-7%	-31%	0%	2%
> CCn1nc(C)c(CCN(C)C(=O)Nc2cc(C)cc(C)c2)c1C
→ 1%	-1%	0%	-4%	-15%	1%	2%
> CCc1nnc(SC(CC)C(=O)Nc2cc(C)ccc2C)c2cc3occc3n12 (configuration not stated)
→ 6%	-1%	-1%	-21%	-10%	1%	-6%
> O=C(COc1ccc(F)cc1)OCc1cc(=O)n2nc(C3CC3)sc2n1
→ 5%	-5%	-5%	25%	-14%	-1%	1%
> COc1ccc(C)c2sc(N3CCN(C(=O)c4ccco4)CC3)nc12
→ ?	-9%	0%	1%	23%	-3%	-1%
> CCN(CC)CCNC(=O)c1ccc(-c2nc(CS(=O)(=O)c3ccc(C)cc3)c(C)o2)cc1
→ -10%	1%	-2%	-5%	-17%	0%	0%
> Cc1ccc(Cn2ccn(Cc3ccc(C)cc3)c(=O)c2=O)cc1
→ 2%	-5%	1%	7%	33%[activator]	?	2%
> COc1ccc(Cn2c(C(=O)O)c(CNC3CCCCC3)c3ccc(C)cc32)cc1
→ -17%	-17%	0%	-15%	-23%	0%	4%
> Cc1cc(N2CCC(C)CC2)nc2ccc(NC(=O)Cc3ccccc3Br)cc12
→ 5%	6%	5%	-13%	22%	1%	1%
> Cc1ccc(OCCn2nnc3sc4c(c3c2=O)CCC(C)C4)cc1 (configuration not stated)
→ 12%	-3%	4%	-10%	-26%	-1%	0%
> O=C(C1CCCN(S(=O)(=O)c2ccc(Br)s2)C1)N1CCN(c2cccc(Cl)c2)CC1 (configuration not stated)
→ 0%	4%	-1%	-17%	-11%	-2%	3%
> COc1cc(OC)c2c(C)c(CC(=O)N3CCCCC3)c(=O)oc2c1
→ ·	-2%	-5%	·	-4%	0%	-1%

# Eleven neighbouring compounds out of the list so far, quoted:
# Fields – NTMT1 inhibitor	p53null 32C tox	TSG101-PTAP inh	FH mod	p53null 39C kill	B2AR arrestin ag	GALK inhibitor
> CCn1nc(C)c(CCN(C)C(=O)Nc2cc(C)cc(C)c2)c1C
→ 1%	-1%	0%	-4%	-15%	1%	2%
> CCc1nnc(SC(CC)C(=O)Nc2cc(C)ccc2C)c2cc3occc3n12 (configuration not stated)
→ 6%	-1%	-1%	-21%	-10%	1%	-6%
> O=C(COc1ccc(F)cc1)OCc1cc(=O)n2nc(C3CC3)sc2n1
→ 5%	-5%	-5%	25%	-14%	-1%	1%
> COc1ccc(C)c2sc(N3CCN(C(=O)c4ccco4)CC3)nc12
→ ?	-9%	0%	1%	23%	-3%	-1%
> CCN(CC)CCNC(=O)c1ccc(-c2nc(CS(=O)(=O)c3ccc(C)cc3)c(C)o2)cc1
→ -10%	1%	-2%	-5%	-17%	0%	0%
> Cc1ccc(Cn2ccn(Cc3ccc(C)cc3)c(=O)c2=O)cc1
→ 2%	-5%	1%	7%	33%[activator]	?	2%
> COc1ccc(Cn2c(C(=O)O)c(CNC3CCCCC3)c3ccc(C)cc32)cc1
→ -17%	-17%	0%	-15%	-23%	0%	4%
> Cc1cc(N2CCC(C)CC2)nc2ccc(NC(=O)Cc3ccccc3Br)cc12
→ 5%	6%	5%	-13%	22%	1%	1%
> Cc1ccc(OCCn2nnc3sc4c(c3c2=O)CCC(C)C4)cc1 (configuration not stated)
→ 12%	-3%	4%	-10%	-26%	-1%	0%
> O=C(C1CCCN(S(=O)(=O)c2ccc(Br)s2)C1)N1CCN(c2cccc(Cl)c2)CC1 (configuration not stated)
→ 0%	4%	-1%	-17%	-11%	-2%	3%
> COc1cc(OC)c2c(C)c(CC(=O)N3CCCCC3)c(=O)oc2c1
→ ·	-2%	-5%	·	-4%	0%	-1%

# Compound activity from PubChem.

# Some of the compounds tested; the hit share may differ from the screen's.
